CYP2C19 activ: human CYP2C19 activators, primary screen, biochemical, luminescence; Cytochrome P450 2C19 (Homo sapiens), P33261; recombinant CYP2C19, luciferin-H EGE luminescence; hits give high values; 0 = fully inhibited enzyme, 1 = untreated enzyme; activation factor at 5 µM; 96,000 tested, under 10 active; AID 1025, 2008;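 active = activation factor of at least 2 at 5 µM in the primary screen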;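 also: 0 = wells with 2.5 mM tranylcypromine and 1 = vehicle-only wells; values of inactives mirror those of a sister screen read the other way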
EphB4 antag: EphB4-ephrin-B2 interaction antagonists, primary screen, biochemical, TNYL-RAW peptide probe, fluorescence polarization | Ephrin type-B receptor 4 (Homo sapiens), P54760 | EphB4 LBD / TNYL-RAW-Alexa532 peptide | inhibition, % at 7 µM | 0.15% of 97,000 active;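 active = inhibition above the screen-wide mean inhibition plus 3 SD, cut at about 15% in these data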;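 also: 0% = DMSO wells and 100% = excess unlabeled TNYL-RAW peptide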
CYP2C19 inh: blockers of cytochrome P450 2C19 activity – biochemical, luminescence, ADME assay, primary screen. P33261. CYP2C19 Supersomes, luciferin-H EGE luminescence, 30 min. inhibition, % at 5 µM. 21% of 96,000 active;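 active = CYP2C19 inhibition above a set limit at 5 µM in the primary screen, cut at about 50% in these data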;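 also: plate controls were negative control wells for no effect and 2.5 mM tranylcypromine positive control for full effect; values of inactives mirror those of a sister screen read the other way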
PLK1 PBD inh: Plk1 polo box domain binding inhibitors, primary screen, biochemical, fluorescence polarization. Serine/threonine-protein kinase PLK1 (Homo sapiens), P53350. Plk1 PBD phosphopeptide binding. inhibition, %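 (tested at about 20 µM)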. 0.13% of 97,000 active; in the data active = inhibition above about 34%, passing the limit was not always enough
CYP2C9 activ: human CYP2C9 activators, primary screen, biochemical, luminescence. activation factor at 5 µM. 1.4% of 96,000 active. recombinant CYP2C9, luciferin-H conversion; hits give high values; factor 1 = untreated enzyme, 0 = blocked. Cytochrome P450 2C9 (Homo sapiens), P11712;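 active = activation factor of 2 or more for CYP2C9 at a 5 µM dose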;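 also: 0 = sulfaphenazole-blocked wells and 1 = vehicle-only wells; values of inactives mirror those of a sister screen read the other way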
Target sequence (P11712 whole entry, looked up): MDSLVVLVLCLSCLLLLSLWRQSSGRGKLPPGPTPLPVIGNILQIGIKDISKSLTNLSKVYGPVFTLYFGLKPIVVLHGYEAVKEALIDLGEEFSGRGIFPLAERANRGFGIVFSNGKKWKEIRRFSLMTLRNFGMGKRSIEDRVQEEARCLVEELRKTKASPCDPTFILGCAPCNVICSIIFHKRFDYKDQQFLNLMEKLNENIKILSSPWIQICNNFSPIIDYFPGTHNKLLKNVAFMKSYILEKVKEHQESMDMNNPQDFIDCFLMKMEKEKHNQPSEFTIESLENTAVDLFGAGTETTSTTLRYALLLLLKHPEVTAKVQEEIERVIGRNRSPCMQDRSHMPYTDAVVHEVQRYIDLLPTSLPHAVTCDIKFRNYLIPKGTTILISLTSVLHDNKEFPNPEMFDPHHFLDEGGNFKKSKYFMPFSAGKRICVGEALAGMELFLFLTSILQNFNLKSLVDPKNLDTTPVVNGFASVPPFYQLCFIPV
Rev-RRE block: HIV-1 Rev-RRE binding inhibitors, primary screen, biochemical, FRET, protein-RNA interaction; P05866; Rev peptide-RRE RNA binding; 0.79% of 97,000 active; inhibition, % at 8 µM;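 active = inhibition above the screen-wide mean plus 3 SD, cut at about 35% in these data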;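 also: 0% = median DMSO wells and 100% = median Neomycin B control wells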
Target sequence (P05866 whole entry, looked up): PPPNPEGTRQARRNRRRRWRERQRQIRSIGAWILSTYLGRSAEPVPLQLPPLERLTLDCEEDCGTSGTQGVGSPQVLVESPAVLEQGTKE
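Test system – labelled RRE RNA duplex and labelled Rev peptide · Reagent – labelled Rev peptide · Doses – one concentration, 8 µM nominal · Incubation – 5 + 15 min at 25 °C · Signal – FRET fluorescence readout · Read-out basis – % inhibition of FRET ratio versus controls · Control set – DMSO wells as 0% and neomycin B wells as 100% inhibition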
PLAP act: PLAP enzyme activators, biochemical, luminescence, HTS; Alkaline phosphatase, placental type (Homo sapiens), P05187; purified PLAP enzyme, luminescent substrate read-out; hits give high values; activation fold at 20 µM; 1.2% of 96,000 active; in the data active = activation fold above about 2
CYP2C9 inh: blockers of cytochrome P450 2C9 activity – biochemical, luminescence, ADME assay, primary screen. 20% of 96,000 active. P11712. inhibition, % at 5 µM. CYP2C9 Supersomes, luciferin-H conversion;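 active = blocking of liver enzyme CYP2C9 beyond about 50% at 5 µM, limit read from the data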; also: values of inactives mirror those of a sister screen read the other way
PLK1 inh: human PLK1 kinase inhibitors, primary screen, biochemical, TR-FRET. Serine/threonine-protein kinase PLK1 (Homo sapiens), P53350. recombinant PLK1 kinase, TR-FRET peptide phosphorylation. 0.53% of 97,000 active. inhibition, % at 10 µM;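 active = inhibition of 50% or more in the single-concentration screen; inactive = inhibition below 50%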;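 also: 0% = DMSO max control and 100% = H-89 dihydrochloride min control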
* = called active by the depositor; nt = not tested or not shown. Hits appear at their usual frequency; overall some 29% were active at least once.

nr	smiles	Rev-RRE block	PLK1 inh	PLAP act	EphB4 antag	CYP2C19 activ
1	O=C(O)CCC(=O)Nc1ccccc1N1CCOCC1	10	-12	1.2	5	1.1
2	COc1ccccc1NC(=S)NCCc1ccc(Cl)cc1	-3	-4	0.8	1	0.3
3	Nc1ccccc1SCC(=O)Nc1ccc(N2CCOCC2)cc1	4	-13	0.9	-1	1
4	O=C(Nc1ccc(Oc2ccccc2)cc1)C1CCN(c2ncccn2)CC1	0	-13	0.9	-9	1.1
5	Cc1ccc(/C=C2\SC(=S)N(CC(=O)Nc3ncc(Cc4ccccc4Cl)s3)C2=O)cc1	13	-9	0.9	-2	1.1
6	O=C(NC1CCCCCC1)c1cc(S(=O)(=O)N2CCOCC2)ccc1N1CCCCC1	4	-15	1.5	3	1
7	CCn1ccnc1C(O)c1cccc(OC)c1OC (stereo unspecified)	9	-13	1.1	1	1
8	CCOC(=O)c1cc(C)n(-c2ccc(OC)c(OC)c2)c1C	nt	nt	1.7	nt	0.1
9	Cc1cc(NC(=O)CSc2nnnn2Cc2ccccc2)no1	2	-10	nt	-1	nt
10	O=c1cc(CO)oc(CN2CCN(c3ccccc3F)CC2)c1O	10	-6	1	-1	1
11	COc1cc(OC)cc(C(=O)N2CCC(N3CCCCCC3)CC2)c1	3	-15	nt	-2	nt
12	CCN(CC(=O)Nc1ccc2c(c1)OCCO2)CC(=O)Nc1cc(C)on1	0	-11	1.2	1	0.7

nr	CYP2C9 activ	CYP2C9 inh	PLK1 PBD inh	CYP2C19 inh
1	1.2	-15	18	-13
2	0.8	19	-18	71*
3	0.8	23	-2	3
4	0.9	13	-7	-6
5	0.8	23	-30	-6
6	0.9	5	2	3
7	1.2	-15	-12	1
8	0.4	63*	nt	88*
9	nt	nt	-3	nt
10	1	2	22	1
11	nt	nt	-1	nt
12	0.6	38	-11	32

Reprinted from the part before: 5 compounds; new compounds follow.
nr	smiles	Rev-RRE block	PLK1 inh	PLAP act	EphB4 antag	CYP2C19 activ
8	CCOC(=O)c1cc(C)n(-c2ccc(OC)c(OC)c2)c1C	nt	nt	1.7	nt	0.1
9	Cc1cc(NC(=O)CSc2nnnn2Cc2ccccc2)no1	2	-10	nt	-1	nt
10	O=c1cc(CO)oc(CN2CCN(c3ccccc3F)CC2)c1O	10	-6	1	-1	1
11	COc1cc(OC)cc(C(=O)N2CCC(N3CCCCCC3)CC2)c1	3	-15	nt	-2	nt
12	CCN(CC(=O)Nc1ccc2c(c1)OCCO2)CC(=O)Nc1cc(C)on1	0	-11	1.2	1	0.7
13	CCOC(=O)N1CCC(NC(=O)C2CCCN2C(=O)OCc2ccccc2)CC1 (stereo unspecified)	7	13	1	8	0.9
14	Cc1cc(C)c2c(N)c3ccccc3nc2n1	-8	4	1	-3	1.1
15	CNc1nc(-c2c[nH]c3ccccc23)cs1	9	-3	1.4	1	0.3
16	COc1ccc(CCn2nnnc2C(C(C)C)N2CCN(c3ncccn3)CC2)cc1OC (stereo unspecified)	9	-5	1.6	6	0.8
17	O=C(CN1CCN(S(=O)(=O)c2ccc(Cl)cc2)CC1)Nc1ccc2c(c1)OCCO2	6	-7	1.4	-2	0.6
18	O=C(COc1cccc2ccccc12)N1CCN(c2ccccn2)CC1	4	-9	1.5	5	0
19	O=C1CC(=C(c2ccccc2)c2ccccc2)C(=O)N1CCCCN1CCN(c2cccc(Cl)c2)CC1	1	-11	1.4	1	0.7
20	Fc1ccccc1CSc1nnc(-c2cnccn2)n1Cc1ccco1	7	-1	nt	2	nt
21	Cc1nn(CC(O)Cn2cnc3c2c(=O)n(C)c(=O)n3C)c(C)c1Br (stereo unspecified)	7	-5	1	6	1
22	CCOC(=O)c1ccc(NC(=O)CCc2c(C)nc3ncnn3c2C)cc1	-2	-13	nt	0	nt
23	COc1cc2cc(C(N)=O)c(N)nc2cc1OC	4	-10	1.1	-4	1.1
24	Cc1ccc(CNC(=O)C2CCCN2C(=O)NCc2ccccc2)cc1 (stereo unspecified)	5	-8	1.1	8	1

nr	CYP2C9 activ	CYP2C9 inh	PLK1 PBD inh	CYP2C19 inh
8	0.4	63*	nt	88*
9	nt	nt	-3	nt
10	1	2	22	1
11	nt	nt	-1	nt
12	0.6	38	-11	32
13	0.9	10	-2	5
14	1	-3	2	-8
15	0.2	78*	15	73*
16	0.3	72*	-7	23
17	0.9	14	2	42
18	2.3*	-125	-20	95*
19	0.3	66*	14	29
20	nt	nt	0	nt
21	1	2	7	3
22	nt	nt	-19	nt
23	1	-4	-8	-11
24	1.1	-10	-37	1

(next part)
nr	smiles	Rev-RRE block	PLK1 inh	PLAP act	EphB4 antag	CYP2C19 activ
25	O=C(Nc1ccccc1C(=O)NCCCn1ccnc1)c1ccccc1	-3	-9	0.9	2	0.2
26	COc1cc(OC)cc(C(=O)NCc2nc(-c3ccccc3)no2)c1	7	-4	0.9	6	0.3
27	CCOC(=O)c1c(C)[nH]c(C)c1C(=O)COC(=O)C1CCCN1S(=O)(=O)c1ccccc1F (stereo unspecified)	6	-10	1.7	5	0
28	CCC(C)n1cnc2c(c1=O)c1nc3ccccc3nc1n2Cc1ccccc1OC (stereo unspecified)	3	1	1.4	2	0.8
29	CCOc1ccc(C2=C(C=Nc3c(C)n(C)n(-c4ccccc4)c3=O)C(c3ccc(F)cc3)c3ccccc3O2)cc1 (stereo unspecified)	3	-5	1.5	2	0.8
30	O=C(Cc1ccccc1)NC(NNc1ccccc1)(C(F)(F)F)C(F)(F)F	14	-13	nt	-2	nt
31	O=C(NCC1CCCO1)C12CN(Cc3ccccc3)CC1C(c1cccc([N+](=O)[O-])c1)=NO2 (stereo unspecified)	4	-5	1.9	-4	0.7
32	COc1ccc(NC(=O)COC(=O)[C@@H]2CCCN2C(=O)c2cccs2)cc1	9	-20	1.4	-1	0.5
33	Cc1cccc(NCc2nc3ccccc3n2C)c1	3	-5	1.1	-2	0.5
34	Cn1nnnc1SCC(=O)Nc1ccccc1Cl	10	-6	1	7	0.6
35	COc1ccc(NC(C)=O)c2nc(C)c(C)nc12	6	-3	1	-10	1
36	CC(=N/O)/C(=N\O)c1ccc(C)o1	9	-9	1	6	0.9

nr	CYP2C9 activ	CYP2C9 inh	PLK1 PBD inh	CYP2C19 inh
25	0	96*	-13	84*
26	0.4	61*	-21	73*
27	0.1	95*	1	100*
28	0.3	69*	20	22
29	0.4	58*	5	18
30	nt	nt	-10	nt
31	0.8	18	-7	33
32	0.4	60*	5	46
33	0.9	9	-6	46
34	1	-2	12	43
35	0.8	22	22	-2
36	1	-3	12	10

(listing goes on)
nr	smiles	Rev-RRE block	PLK1 inh	PLAP act	EphB4 antag	CYP2C19 activ
37	O=C(CCCN1C(=O)c2ccccc2C1=O)Oc1ccc(Cl)cc1	6	2	1.1	3	0.9
38	O=Cc1ccccc1Oc1ccccc1	5	-2	1	0	0.9
39	CN(C)c1ccc(C(=O)OCC(=O)NCC2CCCO2)cc1 (stereo unspecified)	2	-14	1	-10	0.2
40	COCc1cc(C)nc(N2CCN(Cc3ccccc3)CC2)c1C#N	8	-6	1.4	-2	0.1
41	Cc1ccc(CNC(=O)Cn2cncn2)cc1	5	-15	0.8	1	0.7
42	CCN(CC)C(=O)CSc1nnc2sc3ccccc3n12	nt	nt	0.9	nt	0.2
43	CC1CCN(c2c(NCC3CCC(C(=O)N4CCc5ccccc5C4)CC3)c(=O)c2=O)CC1 (stereo unspecified)	1	-7	1.4	1	0.8
44	CCC(C)NC(=O)CCc1c(C)nc2nc(-c3cc(OC)cc(OC)c3)nn2c1C (stereo unspecified)	5	-6	1.3	3	0.7
45	Cc1nnc(NC(=O)c2c(F)c(F)c(F)c(F)c2F)s1	2	-10	1.1	0	1.1
46	Cn1ccnc1-c1nc2ccccc2[nH]c1=O	8	-21	nt	-2	nt
47	CC(=O)c1cnc2c(-c3ccc(Cl)cc3)c(C)nn2c1C	2	-17	nt	2	nt
48	Brc1cccc(-c2nnco2)c1	13	-7	1.2	8	0.9

nr	CYP2C9 activ	CYP2C9 inh	PLK1 PBD inh	CYP2C19 inh
37	0.8	20	6	14
38	0.9	6	1	12
39	1.5	-48	19	83*
40	0.9	14	-16	95*
41	1.1	-6	17	26
42	1.8	-84	nt	77*
43	0.7	26	-7	22
44	0.9	13	16	29
45	1.1	-7	11	-14
46	nt	nt	6	nt
47	nt	nt	23	nt
48	1.2	-20	-30	10

Next part:
nr	smiles	Rev-RRE block	PLK1 inh	PLAP act	EphB4 antag	CYP2C19 activ
49	Cc1ccc(C(=O)c2ccc(O)cc2)cc1C	nt	nt	1	nt	0.6
50	CC(C)C[C@H](NC(=O)NCc1ccc(Cl)cc1)C(=O)O	nt	nt	1	nt	0.9
51	CCOC(=O)c1c(N)nn(C(=O)C(C)(C)C)c1-c1ccccc1	10	-9	0.9	4	0.9
52	Cn1c(=O)c2c(nc(N3CCc4ccccc4C3)n2Cc2ccccc2F)n(C)c1=O	-1	-10	nt	-3	nt
53	C=CCOn1c(C)c(C(C)=O)c2c3nonc3ccc21	-4	4	nt	5	nt
54	CCOC(=O)C1(CC)NC(c2ccco2)C2C(=O)N(c3ccc(C)cc3)C(=O)C21 (stereo unspecified)	0	-11	1.3	-14	1.1
55	Cn1c(CNC(=O)c2ccccc2)nnc1SCC(=O)N1CCN(c2ccccc2)CC1	4	-12	nt	4	nt

nr	CYP2C9 activ	CYP2C9 inh	PLK1 PBD inh	CYP2C19 inh
49	1.4	-39	nt	38
50	1	-4	nt	9
51	0.7	26	-10	13
52	nt	nt	-4	nt
53	nt	nt	-25	nt
54	1.1	-8	-5	-6
55	nt	nt	-20	nt
